STK33 inh = blocks human STK33 kinase activity. 320,000 tested, 0.073% active. purified STK33, MBP phosphorylation, ADP-Glo luminescence. Q9BYT3. AID 2661. inhibition, % at 10 µM;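 active = inhibition at or above 25%, using the most active replicate where run in duplicate; inactive = inhibition below 25%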
Target sequence (Q9BYT3 whole entry, looked up): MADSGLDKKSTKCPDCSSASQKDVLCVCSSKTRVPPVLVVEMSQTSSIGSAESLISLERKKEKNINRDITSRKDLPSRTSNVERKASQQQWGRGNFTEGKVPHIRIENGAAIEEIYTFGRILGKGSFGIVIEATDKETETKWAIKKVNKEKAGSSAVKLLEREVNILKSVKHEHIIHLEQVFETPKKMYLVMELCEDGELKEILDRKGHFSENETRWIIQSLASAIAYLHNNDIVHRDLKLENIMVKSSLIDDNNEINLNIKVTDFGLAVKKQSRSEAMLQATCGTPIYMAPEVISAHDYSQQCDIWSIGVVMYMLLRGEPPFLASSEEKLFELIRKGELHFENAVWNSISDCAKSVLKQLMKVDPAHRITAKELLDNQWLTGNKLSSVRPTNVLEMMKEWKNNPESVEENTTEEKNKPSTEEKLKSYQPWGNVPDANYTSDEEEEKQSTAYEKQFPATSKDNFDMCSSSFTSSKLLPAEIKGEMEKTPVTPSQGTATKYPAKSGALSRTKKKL
Kir21 block = inhibitors of mouse Kir2.1 inward-rectifier potassium channel; P35561; HEK293-Kir2.1, FluxOR thallium flux fluorescence; active compounds read low; B-score at 10 µM; 310,000 tested, 0.85% active; AID 1672;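 active = fluorescence ratio B-score at or below minus 3 SD of library scores, with starting-brightness B-score within 2 SD, cut at about -4.2 in these data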;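 also: channel flux triggered by added potassium and thallium sulfate stimulus; B-score of peak minus minimum fluorescence over baseline after thallium stimulus; more negative B-score means stronger Kir2.1 block with less thallium influx; some compounds called inactive have numbers as strong as hits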
Target sequence (P35561 whole entry, looked up): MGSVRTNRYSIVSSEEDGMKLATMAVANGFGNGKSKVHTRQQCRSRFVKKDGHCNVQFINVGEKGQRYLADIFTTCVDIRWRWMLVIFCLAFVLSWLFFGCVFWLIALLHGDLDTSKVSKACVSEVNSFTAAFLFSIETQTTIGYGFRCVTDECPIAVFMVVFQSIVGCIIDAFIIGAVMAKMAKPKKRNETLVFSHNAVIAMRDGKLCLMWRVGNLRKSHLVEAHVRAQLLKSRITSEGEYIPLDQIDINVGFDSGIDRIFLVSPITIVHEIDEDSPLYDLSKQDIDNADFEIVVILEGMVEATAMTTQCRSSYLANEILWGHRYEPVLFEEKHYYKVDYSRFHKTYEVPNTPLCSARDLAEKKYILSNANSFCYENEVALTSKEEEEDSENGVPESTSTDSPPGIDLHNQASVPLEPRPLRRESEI
KCNQ2 inh = KCNQ2 potassium channel inhibitors, primary screen, cell-based, CHO-K1, FluxOR thallium flux, B-score (AID 2156) | O88943 | 20 min; active compounds read low | B-score at 10 µM | 310,000 tested, 1.1% active;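 active = fluorescence ratio B-score at most minus 3 library SDs, with starting brightness B-score within 2 library SDs, cut at about -5.5 in these data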
An asterisk follows results filed as active; i = inactive; / = not tested or not shown.

The first 7 entries as a preview:
STK33 inh | Kir21 block | KCNQ2 inh | smiles
0.6 | 0.2 | i | Cc1ccc(NC(=O)c2cc(N3CCOCC3)nc3ccccc23)cc1
-0.8 | -0.11 | i | O=C(Nc1ccc(S(=O)(=O)Nc2nccs2)cc1)c1cc(-c2ccncc2)nc2ccccc12
-1.8 | 1.1 | i | O=C(NCCSc1ccccn1)c1ccc(Cl)cc1Cl
-1.7 | 0.04 | i | CCC(=O)Nc1c(C#N)c2nc3ccccc3nc2n1C1CCCCC1
-0.1 | -0.85 | i | O=C(NC(=S)NCCc1ccccn1)c1ccccc1
1.4 | -0.52 | i | CC(=O)c1cccc(NC(=O)C2CCCN2S(=O)(=O)c2cccc3nsnc23)c1 (configuration not stated)
-0.4 | -0.25 | i | COCCn1nnnc1CN(Cc1ccco1)Cc1cc2cc3c(cc2[nH]c1=O)OCO3

Results (from the top)
STK33 inh | Kir21 block | KCNQ2 inh | smiles
0.6 | 0.2 | i | Cc1ccc(NC(=O)c2cc(N3CCOCC3)nc3ccccc23)cc1
-0.8 | -0.11 | i | O=C(Nc1ccc(S(=O)(=O)Nc2nccs2)cc1)c1cc(-c2ccncc2)nc2ccccc12
-1.8 | 1.1 | i | O=C(NCCSc1ccccn1)c1ccc(Cl)cc1Cl
-1.7 | 0.04 | i | CCC(=O)Nc1c(C#N)c2nc3ccccc3nc2n1C1CCCCC1
-0.1 | -0.85 | i | O=C(NC(=S)NCCc1ccccn1)c1ccccc1
1.4 | -0.52 | i | CC(=O)c1cccc(NC(=O)C2CCCN2S(=O)(=O)c2cccc3nsnc23)c1 (configuration not stated)
-0.4 | -0.25 | i | COCCn1nnnc1CN(Cc1ccco1)Cc1cc2cc3c(cc2[nH]c1=O)OCO3
0.7 | 0.68 | i | Nc1c(C(=O)NC2CC2)c2nc3ccccc3nc2n1-c1ccc2c(c1)OCO2
-0.2 | -0.04 | i | O=C(N/N=C/c1ccco1)C12CC3CC(CC(C3)C1)C2
-0.1 | -8.2* | i | Cc1ccc(-n2c(-c3ccccc3)c[n+]3c2CCc2ccccc2-3)c(C)c1
-1.5 | 0.51 | i | CCOC(=O)c1ccc(COC(=O)CCc2nc3ccccc3[nH]c2=O)o1
-0.3 | -0.03 | i | CCCN1CN=C(NS(=O)(=O)c2ccc(C)cc2)NC1
-0.5 | -0.02 | i | CC(C)Cc1nnc(NC(=O)CSc2nc(O)c(Cc3ccccc3)c(=O)[nH]2)s1
-3.0 | 1 | i | COc1ccc(N2CCN(C(=O)CN3C(=O)C4CC=CCC4C3=O)CC2)cc1 (configuration not stated)
-2.1 | -1.4 | i | COc1ccc(C(=O)NC(=S)N(C)C2CCCCC2)cc1
-1.4 | -1.2 | i | Cc1nn(-c2ccc(F)cc2)c(C)c1/C=C/C(=O)N1CCNC(=O)C1
-1.4 | -1 | i | CCn1ccnc1C(O)c1cccc(OC)c1 (configuration not stated)
0.1 | -0.54 | i | COc1ccc(-c2ccc(C#N)c(SCC(=O)NCCc3ccccc3)n2)cc1OC
-1.4 | 1.6 | i | O=C(Nc1ccccc1OCc1ccccc1)c1ccccc1Br
-1.8 | 0.55 | i | Fc1ccccc1Cc1noc(CN2CCC(OCc3cccnc3)CC2)n1
1.0 | 0.24 | i | COc1ccc(C(=O)/C=C2/C(=O)Nc3ccccc32)c(OC)c1
0.6 | -0.01 | i | CC(C)(C)NC(=O)c1cccc(NC(=O)c2ccc(NC(=O)c3ccco3)cc2)c1
-0.5 | 0.66 | i | COc1ccc(C(=O)N2C(=S)NC(=O)/C2=C\c2ccc(C)cc2)cc1
-1.0 | 2.5 | i | COc1ccc(-c2noc(N3CCCC(C(=O)Nc4ccc(F)cc4F)C3)n2)cc1 (configuration not stated)
-0.9 | 0.41 | -6.9* | COc1cc(OC)cc(C(=O)Nn2cc(C(=O)Nc3c(F)cccc3F)c3ccccc3c2=O)c1
-0.8 | -1.1 | i | COc1cccc(N2CCN(C(=O)c3nc4nc(C)cc(C)n4n3)CC2)c1
0.0 | -0.03 | i | Cc1ccccc1NC(=O)/C(C#N)=C/c1ccc[nH]1
0.6 | 0.35 | i | CCC(C)Nc1nc(Cl)nc(N(C#N)CN2C(=O)c3ccccc3S2(=O)=O)n1 (configuration not stated)
5.3 | 1.5 | i | O=C(Nc1ccc2nc(-c3ccc(Br)o3)[nH]c2c1)c1ccco1
1.0 | 1.1 | i | CC(=O)N1CCc2cc(Br)cc(S(=O)(=O)CCC(=O)Nc3c(C)n(C)n(-c4ccccc4)c3=O)c21
-0.6 | 0.28 | i | COc1cccc(NC(=O)N2CCC(C(=O)Nc3ccc(C)cc3C)CC2)c1
0.3 | 0.4 | i | CCC(OC(=O)c1ccco1)C(=O)NCc1ccc2c(c1)OCO2 (configuration not stated)
0.9 | -0.42 | i | CC(=O)Nc1cccc(C(=O)N/N=C/c2cccc(C)n2)c1
-1.1 | -0.96 | i | COC(=O)C1=C(C)NC(=O)NC1c1c(O)ccc2ccccc12 (configuration not stated)
2.1 | 0.02 | i | COc1ccc(C)cc1NC(=O)CNC(C)C(=O)Nc1ccc(C(C)=O)cc1 (configuration not stated)
-0.9 | -0.72 | i | CC1CN(S(=O)(=O)c2ccc(CN3C(=O)c4cccnc4C3=O)cc2)c2ccccc2O1 (configuration not stated)
2.6 | -0.43 | i | COC(=O)c1ccccc1N1C(=O)C2C(C1=O)[C@H]1C=C[C@@H]2C1 (some centres not stated)
3.0 | 0.59 | i | CCCCOc1cccc(C(=O)Nc2ccc(S(=O)(=O)Nc3cc(C)on3)cc2)c1
-0.2 | -1.4 | i | Clc1ccc(OCCn2cnc3ccccc32)c(Cl)c1
-0.4 | -0.84 | i | CCOc1ccc(N2CC(C(=O)NCc3nnnn3-c3ccc(C)c(C)c3)CC2=O)cc1 (configuration not stated)
-1.1 | -1.9 | i | COc1ccccc1CC(=O)N1CCN(S(=O)(=O)c2cccs2)CC1
-0.3 | 0.4 | i | O=C(Nc1cccc2ccccc12)NC1CCCc2ccccc21 (configuration not stated)
0.1 | -0.8 | i | COCCn1c(=O)[nH]c2cc(C(=O)N3CCN(c4cc(C)ccc4C)CC3)ccc2c1=O
0.1 | -1.3 | i | COc1ccc(CN2CCN(S(=O)(=O)c3ccccc3)CC2)c(OC)c1OC
/ | -0.07 | i | CCN(C(=O)CSc1cc(C)c2cccc(C)c2n1)C1CCS(=O)(=O)C1 (configuration not stated)
-0.9 | 0.02 | i | CCc1n[nH]c(=S)n1/N=C/c1ccc(N(CC)CC)cc1
-0.6 | -0.78 | i | O=C(CN1CCN(c2ccc(F)cc2)CC1)Nc1ccccc1
-1.8 | 1.4 | i | O=c1[nH]c(/C=C2\C=Nc3ccccc32)c(O)n1Cc1ccccc1F
0.3 | -1.6 | i | CC1Sc2ccc(S(=O)(=O)NCc3ccccc3)cc2NC1=O (configuration not stated)
2.4 | 0.03 | i | N=c1n(CC(=O)c2ccc(Br)s2)c2ccccc2n1Cc1ccccc1
-2.3 | 0.49 | i | O=C(Nc1ccc(S(=O)(=O)N2CCOCC2)cc1)c1cc(S(=O)(=O)N2CCOCC2)ccc1Cl
-0.2 | 0.62 | i | O=C(COc1ccccc1O)NCCN1CCOCC1
-1.9 | -0.16 | i | COc1cc(/C=N/NC(=O)c2ccccc2O)ccc1OC(=O)CC1SC(=O)NC1=O (configuration not stated)
0.2 | -0.53 | i | Cc1cccc(Nc2nc(Cl)ncc2F)c1C
-0.1 | -0.4 | i | Cc1cc(NC(=O)CCC(=O)N(CC(=O)NCC2CCCO2)c2ccc(C)c(C)c2)no1 (configuration not stated)
-0.8 | -0.02 | i | Cc1ccc(S(=O)(=O)N(CC#N)CC#N)cc1
5.6 | -0.65 | i | CCOC(=O)C1=C(CNCc2ccc(F)cc2)NC(=O)NC1c1cccc([N+](=O)[O-])c1 (configuration not stated)
-0.7 | 1.2 | i | O=C(Nc1cccc(S(=O)(=O)N2CCOCC2)c1)c1ccc(Cl)c([N+](=O)[O-])c1
-1.6 | -0.03 | i | C[C@@H](C(=O)NCCc1ccccc1F)N1C(=O)N2CCc3c([nH]c4ccccc34)[C@@]2(C)C1=O
-2.1 | 0.76 | i | COC(=O)c1cccnc1NC(=S)NNC(=O)c1ccccc1

(listing goes on)
STK33 inh | Kir21 block | KCNQ2 inh | smiles
-0.9 | 1.3 | i | O=C1CCN(Cc2ccccc2)CCN1[C@H](CSc1ccccc1)c1ccccc1
-1.6 | -3.4 | i | O=C(NCCCn1ccnc1)c1ccc(S(=O)(=O)N2CCCCCC2)cc1
-1.3 | -0.95 | i | Cc1ccc(CNC(=O)c2ccc(N3CCC4(CC3)CC(c3ccccc3)=NO4)c([N+](=O)[O-])c2)cc1
0.9 | 0.01 | i | COc1ccccc1NC(=O)NCCc1c[nH]c2ccccc12
-1.8 | -0.06 | i | S=c1[nH]nc(-c2ccccc2)n1Cc1ccccc1
-0.4 | 0.61 | i | COc1cc(/C=N/NC(N)=S)ccc1OCC(=O)Nc1ccc(C)c(C)c1
-0.2 | -0.06 | i | CC(C)CNC(=O)COC(=O)/C=C/c1ccccc1[N+](=O)[O-]
-0.5 | 1.1 | i | O=C(CC1(O)C(=O)N(C/C=C/c2ccccc2)c2ccccc21)c1ccccn1 (configuration not stated)
-0.4 | -1.1 | i | c1ccc(CCNCCOc2ccccc2)cc1
-2.1 | -1.7 | i | CCC1=CC(c2ccccc2)n2ncnc2N1 (configuration not stated)
-1.3 | 0.18 | i | CCOCCn1c(CN2CCN(C)CC2)nc2c1c(=O)n(C)c(=O)n2C
-1.9 | -0.01 | i | COc1ccc(C(CNC(=O)COc2ccccc2C)N2CCOCC2)cc1 (configuration not stated)
-0.9 | -0.17 | i | CCCCCN=CC1=C(O)CC(c2ccccc2)CC1=O (configuration not stated)
-3.0 | 1.4 | i | CCCCCCSc1nsc(NC(C)=O)n1
-0.5 | -0.13 | i | COc1ccc2c(c1OC)C(=O)N(c1ccc(OCc3ccccc3)cc1)C2=O
-1.7 | -3.3 | i | CC(=O)c1ccc(NC(=O)c2cnn3c(C(F)F)cc(C4CC4)nc23)cc1
0.2 | 0.2 | i | COC(=O)C1=C(C)N(C)C(C)=C(C(=O)OC)C1c1ccccc1C
0.3 | 2.6 | i | COc1cc2c(cc1O)C(Cc1ccc(O)cc1)NCC2 (configuration not stated)
2.3 | -0.95 | i | O=C(c1ccccc1)n1c(=O)cc[nH]c1=O
1.3 | 2 | i | CCCNC(=O)CSc1n[nH]c(=O)n1CCc1ccccc1
-0.6 | -0.66 | i | NC(=O)C1CCN(C(=O)C2CCN(S(=O)(=O)c3ccccc3)CC2)CC1
-0.6 | -1.1 | i | COc1ccc(/C=C/C(=O)Nc2ccccc2C(F)(F)F)cc1OC
-0.2 | 0.02 | i | O=C(COc1ccc(Cl)cc1Cl)NC(=S)Nc1ccc(CN2CCOCC2)cc1
-1.9 | 0.7 | i | COc1cc(NC(=O)c2ccccc2[N+](=O)[O-])ccc1NC(=O)c1cc2ccccc2o1
-2.3 | -0.17 | i | CC1=CC(c2ccc(Cl)cc2)n2ncnc2N1 (configuration not stated)
-0.1 | 1.4 | i | CN1CCN(C(=O)c2cc([N+](=O)[O-])cc([N+](=O)[O-])c2)CC1
-0.2 | 0.01 | i | O=C(CC(=O)c1ccccc1)Nc1cccnc1Cl
0.1 | -1.6 | i | CCS(=O)(=O)N1CCN(c2ccc([N+](=O)[O-])c(NC(C)c3ccccc3)c2)CC1 (configuration not stated)
/ | 0.07 | i | COC(=O)c1c(NC(=O)COc2ncnc3ccccc23)sc(C)c1C
-1.2 | 0.15 | i | CCCc1ccc(OCc2ccc(C(=O)O)o2)c(OC)c1
2.3 | -0.6 | i | CCCCN(CC)CCNC(=O)c1cc2c(=O)[nH]c3ccc(C)cc3c2s1
-1.6 | 0.59 | i | CCn1c(=O)cc(OCC(=O)Nc2ccc(OC)c(OC)c2)c2ccccc21
/ | 1.5 | i | O=C(CSc1nccn(-c2ccc(F)c(F)c2)c1=O)NC1CCCC1
-0.4 | 0.52 | i | COC(=O)C1=C(C)N(C)C(=O)NC1c1c(O)ccc2ccccc12 (configuration not stated)
-0.4 | -0.31 | i | Clc1cccc(Cl)c1CN1CCN(c2ncccn2)CC1
-1.7 | -0.16 | i | COCC(=O)Nc1ccc(F)cc1
-0.6 | -0.37 | i | O=S1(=O)CCN(Cc2ccc(Cl)cc2)CC1
0.2 | -0.86 | i | COc1ccc(C(=O)NC(=S)Nc2ccccc2F)cc1
-0.9 | -1.6 | i | Clc1ccc2nc(SCc3nnc(-c4ccccc4)o3)[nH]c2c1
-1.3 | -0.14 | i | CCOc1cc(NC(=S)NCC2CCCO2)c(OCC)cc1NC(=O)c1ccc(OC)cc1 (configuration not stated)
-1.1 | 0.19 | i | CCC1(C)Cc2c(sc3nnn(CC(=O)Nc4ccccc4)c(=O)c23)CO1 (configuration not stated)
0.1 | -0.06 | i | COc1ccccc1NC(=O)NC1(C(=O)N2CCCCC2)CCCCC1
-0.6 | -0.63 | i | CCc1ccc(Nc2ncc3c(n2)CC(c2ccc(OC)cc2)CC3=O)cc1 (configuration not stated)

In a second layout: 2 of the compounds above
Clc1ccc2nc(SCc3nnc(-c4ccccc4)o3)[nH]c2c1
  STK33 inh: -0.9	Kir21 block: -1.6	KCNQ2 inh: i
CCC1(C)Cc2c(sc3nnn(CC(=O)Nc4ccccc4)c(=O)c23)CO1 (configuration not stated)
  STK33 inh: -1.1	Kir21 block: 0.19	KCNQ2 inh: i

High-throughput results as filed in PubChem.
